From PubChem BioAssay
AMA1 RON2 block: AMA1-RON2 (P. falciparum) interaction inhibition | AlphaScreen AMA1-biotinylated RON2 peptide binding | Potency, µM (titrated, usually from 58.2 µM), inactives show top-dose activity change, negative = inhibition, hits mostly inhibitors | 360,000 tested, 0.2% active;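 also: potency is read from the fitted curve at half-maximal effect; 0% = vehicle wells and -100% = peptide control; nearly all actives have a fitted effect of over 45% in size; some results filed as inactive show a strong effect at the top dose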
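AMA1 (3D7) with his tag at 25 nM final met compounds first, then biotinylated RON2 peptide at 25 nM; detection used donor plus acceptor beads, 10 µg/mL apiece, read by AlphaScreen after 30 min at room temperature.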
LmPK inhibitor: blocks Leishmania mexicana pyruvate kinase activity; purified LmPK, Kinase-Glo ATP luminescence, 1 h; Potency, µM (titrated, usually from 57.5 µM), inactives show top-dose activity change, negative = inhibition, hits mostly inhibitors; 290,000 tested, 0.37% active; AID 1721; also: potency is read from the fitted curve at half-maximal effect
Target sequence (Q27686 whole entry, looked up): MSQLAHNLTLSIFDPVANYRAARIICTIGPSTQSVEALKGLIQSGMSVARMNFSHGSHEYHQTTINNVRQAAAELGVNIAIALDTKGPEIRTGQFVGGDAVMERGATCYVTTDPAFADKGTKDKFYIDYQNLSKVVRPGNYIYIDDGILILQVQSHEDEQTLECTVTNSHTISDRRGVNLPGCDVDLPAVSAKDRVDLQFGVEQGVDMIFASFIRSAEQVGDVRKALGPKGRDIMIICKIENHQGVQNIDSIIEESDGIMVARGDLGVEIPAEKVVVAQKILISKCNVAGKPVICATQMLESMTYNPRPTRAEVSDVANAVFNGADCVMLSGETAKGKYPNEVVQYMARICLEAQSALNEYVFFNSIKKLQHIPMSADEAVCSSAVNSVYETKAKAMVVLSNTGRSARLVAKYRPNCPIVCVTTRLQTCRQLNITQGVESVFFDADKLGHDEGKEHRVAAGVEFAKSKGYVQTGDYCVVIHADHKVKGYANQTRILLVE
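Screened at intermediate enzyme activity to detect both inhibitors and activators: LmPK at 0.1 nM, with a 0.5 nM enzyme column as activation reference. PEP 0.5 mM, ADP 0.1 mM; ATP detected by luminescence after 1 h.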
TbPYK inhibitor: blocks Trypanosoma brucei pyruvate kinase; 410,000 tested, 0.12% active; Potency, µM (doses to about 76.8 µM), without a hit: top-dose activity, negative = inhibition, most hits filed as inhibitors; Q57TT1; TbPYK enzyme, Kinase-Glo Plus ATP luminescence, 45 min; also: potency is read from the fitted curve at half-maximal effect; nearly all actives have a fitted effect of over 50% in size
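TbPYK + substrate in 50 mM TEA pH 7.2, 100 mM KCl, 10 mM MgCl2, 0.05% BSA, 0.01% Tween-20; cpd pinned; ADP 130 uM final; 45 min RT; Kinase-Glo Plus 10 min; luminescence endpoint.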
Sm TGR block: S. mansoni TGR enzyme inhibition; purified TGR, DTNB reduction, TNB absorbance 405 nm; Potency, µM (series often up to 114 µM), for inactives: at the highest dose activity change, negative = inhibition, hits mostly inhibitors; 360,000 tested, 3% active; AID 485364; also: potency is read from the fitted curve at half-maximal effect; nearly all actives have a fitted effect of over 60% in size
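Kinetic colorimetric format: TGR-catalysed, NADPH-driven DTNB reduction monitored via TNB absorbance. Enzyme dispensed at 20 nM; compound exposure 15 min at room temperature before reaction start.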
HCMV inh: inhibitors of human cytomegalovirus. activity change, negative = inhibition, % at 57.5 µM. 410,000 tested, 4.5% active. HFF cells, HCMV-luciferase reporter, 72 h; stronger effect = lower value. AID 1259415; in the data active = activity change below about -60%; inconclusive = no clear call, values can overlap the other calls; inactive = above about -39%
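Human foreskin fibroblasts infected with luciferase-reporter HCMV at MOI 1 PFU/cell, compounds at two doses. Luciferase measured 72 h post infection; normalized to buffer-only basal and Salinomycin (10uM) controls.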
AmpC inh detg: AmpC beta-lactamase inhibition with detergent present; AmpC hydrolysis of nitrocefin, absorbance 480 nm, 0.01% Triton; Potency, µM (doses to about 114 µM), without a hit: top-dose activity change, negative = inhibition, usual class: inhibitors; 370,000 tested, 0.041% active; AID 485294;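 also: potency is read from the fitted curve at half-maximal effect; 0% = no-compound wells and -100% = no-enzyme wells; nearly all actives have a fitted effect of over 25% in size; some results filed as inactive show a strong effect at the top dose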
Target sequence (P00811 whole entry, looked up): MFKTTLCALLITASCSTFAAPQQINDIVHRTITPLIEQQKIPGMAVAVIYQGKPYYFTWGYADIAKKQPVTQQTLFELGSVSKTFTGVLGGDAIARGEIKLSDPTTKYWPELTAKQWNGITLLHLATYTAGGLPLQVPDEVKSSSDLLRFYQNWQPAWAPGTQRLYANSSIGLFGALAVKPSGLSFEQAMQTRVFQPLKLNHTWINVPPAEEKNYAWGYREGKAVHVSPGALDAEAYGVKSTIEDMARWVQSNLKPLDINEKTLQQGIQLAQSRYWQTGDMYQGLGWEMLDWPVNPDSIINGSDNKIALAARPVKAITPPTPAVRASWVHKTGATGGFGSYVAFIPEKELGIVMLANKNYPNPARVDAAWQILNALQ
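20 mM phosphate pH 7.0 + 0.01% (detergent screen) or 0.0001% Triton X-100; 5.3 nM AmpC reagent; cpd preinc 15 min RT; nitrocefin (800 uM stock) to start; A480 q20 s × 4 min; Activity was normalised to no-enzyme and no-compound control wells.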
AmpC no deterg: blocks E. coli AmpC beta-lactamase in detergent-free assay | 330,000 tested, 0.52% active | Potency, µM (highest dose often 57.1 µM), for inactives: at the top dose activity change, negative = inhibition, most hits filed as inhibitors | P00811 | AmpC nitrocefin hydrolysis, absorbance 480 nm, 0.0001% Triton;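 also: potency is read from the fitted curve at half-maximal effect; plate controls were no compound for no effect and no enzyme for full effect; nearly all actives have a fitted effect of over 20% in size; some results filed as inactive show a strong effect at the top dose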
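20 mM phosphate pH 7.0 + 0.01% (detergent screen) or 0.0001% Triton X-100; 5.3 nM AmpC reagent; cpd preinc 15 min RT; nitrocefin (800 uM stock) to start; A480 q20 s × 4 min; Activity was normalised to no-enzyme and no-compound control wells.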
Active calls of the source: *; u = inconclusive; x = not tested or not shown; [ ] = dose if it differs, or a comment. Unless noted, calls follow the shape of the dose curve; as a rule, active = well fitted curve in the direction sought with a large enough effect; inconclusive = small, poorly fitted or top-dose-only effect, or another doubt; inactive = no such curve, though single readings can be large; an effect the other way counts as inactive or inconclusive. Unless noted, % is scaled to controls: 0 for no effect and ±100 for the full control effect.

Letter code – A = AMA1 RON2 block; B = LmPK inhibitor; C = TbPYK inhibitor; D = Sm TGR block; E = HCMV inh; F = AmpC inh detg; G = AmpC no deterg
OC(COc1ccc(OCC(O)CN2CCCCCC2)cc1)CN1CCCCCC1 (stereo not given)
  A = 1%; B = 0%; C = -10%; D = 9%; E = x; F = -1%; G = -9%
O=C(NC1=NCCS1)c1cccc(S(=O)(=O)N2CCCCC2)c1
  A = x; B = -1%; C = x; D = -4%; E = x; F = u; G = -25%
O=C(Nc1ncc(S(=O)(=O)c2ccc([N+](=O)[O-])cc2)s1)c1ccc2ccccc2c1
  A = 8%; B = 4%; C = 1%; D = -2%; E = -19; F = -19%; G = -18%
C=CCNC(=O)c1ccccc1NS(=O)(=O)c1ccccc1
  A = -5%; B = -6%; C = 4%; D = 6%; E = u; F = -10%; G = -16%
Cc1ccc(C(CC(=O)NCc2ccco2)c2ccc(OC(C)C)cc2)cc1 (stereo not given)
  A = 0%; B = -12%; C = -9%; D = u; E = -33; F = -2%; G = -18%
C=CCSc1nc(Oc2ccccc2)c2sccc2n1
  A = 37%[activator]; B = 4%; C = -5%; D = 3%; E = -24; F = -4%; G = -25%
Cc1cccc(N(CC(=O)Nc2ccc(F)cc2)S(C)(=O)=O)c1
  A = -5%; B = -3%; C = 6%; D = 5%; E = 3; F = 0%; G = -14%
COCCNC(=O)C1(C)CCCN(C(=O)c2ccc(OC)cc2OC)C1 (stereo not given)
  A = -4%; B = x; C = -17%; D = x; E = -11; F = x; G = x
Cc1oc(-c2cccs2)nc1CNC[C@H]1O[C@@H](n2cnc3c(N)ncnc32)[C@H](O)[C@@H]1O
  A = 2%; B = x; C = 0%; D = x; E = -8; F = x; G = -12%
O=C(NC(=S)NC1CCSC1=O)c1ccccc1Cl (stereo not given)
  A = 107%[activator]; B = -1%; C = -3%; D = -6%; E = 26; F = -1%; G = -36%
COc1ccccc1CNC(=O)C(=O)NCC1OCCN1S(=O)(=O)c1cccs1 (stereo not given)
  A = 14%; B = 13%; C = -6%; D = 0%; E = -15; F = -3%; G = -15%
CCOc1ccc(NS(=O)(=O)c2cc(NC(=O)CCC(=O)c3cccs3)ccc2Cl)cc1
  A = -11%; B = 1%; C = 1%; D = 4%; E = -14; F = 3%; G = u
CC1=Nc2cc(C(=O)NCc3ccccc3Cl)ccc2Sc2c(C)ccc(C)c21
  A = x; B = x; C = -5%; D = -4%; E = -90*; F = 12%; G = x
CC1CCCN(CCCNC(=O)c2cc3c(s2)-c2ccccc2OC3)C1 (stereo not given)
  A = 6%; B = -1%; C = -2%; D = -13%; E = -67*; F = -8%; G = 39%
CC(C)CC(=O)NC(=S)Nc1ccc(S(=O)(=O)N2CCN(C)CC2)cc1
  A = -6%[2.32 µM]; B = 2%; C = -9%; D = -22%; E = -13; F = u; G = 42%
CCN(CC)C(=O)CSc1nnc(-c2ccccc2)n1-c1ccccc1
  A = 0%; B = -13%; C = u; D = -4%; E = 25; F = -13%; G = -9%
N#CCC(=O)NNC(=S)Nc1ccccc1C(F)(F)F
  A = 132%[activator]; B = 0%; C = -1%; D = -2%; E = 0; F = -2%; G = -20%[2.29 µM]
CC1CCN(S(=O)(=O)c2ccc3c(c2)CCN3C(=O)CCC(=O)O)CC1
  A = 2%; B = 1%; C = 1%; D = 2%; E = 29; F = -1%; G = -13%
CN(c1ccc(C(=O)N2CCCCC2)cc1)S(C)(=O)=O
  A = u; B = -1%; C = -10%; D = -1%; E = 3; F = -4%; G = -15%
Cc1cc([N+](=O)[O-])nn1CCCC(=O)Nc1sc2c(c1C(N)=O)CCCC2
  A = 15%; B = 5%; C = u; D = 4%; E = -13; F = 1%; G = -19%

Six compounds drawn at random from those above, as already listed:
Letter code – A = AMA1 RON2 block; B = LmPK inhibitor; C = TbPYK inhibitor; D = Sm TGR block; E = HCMV inh; F = AmpC inh detg; G = AmpC no deterg
Cc1cc([N+](=O)[O-])nn1CCCC(=O)Nc1sc2c(c1C(N)=O)CCCC2
  A = 15%; B = 5%; C = u; D = 4%; E = -13; F = 1%; G = -19%
CN(c1ccc(C(=O)N2CCCCC2)cc1)S(C)(=O)=O
  A = u; B = -1%; C = -10%; D = -1%; E = 3; F = -4%; G = -15%
CCN(CC)C(=O)CSc1nnc(-c2ccccc2)n1-c1ccccc1
  A = 0%; B = -13%; C = u; D = -4%; E = 25; F = -13%; G = -9%
CCOc1ccc(NS(=O)(=O)c2cc(NC(=O)CCC(=O)c3cccs3)ccc2Cl)cc1
  A = -11%; B = 1%; C = 1%; D = 4%; E = -14; F = 3%; G = u
CC(C)CC(=O)NC(=S)Nc1ccc(S(=O)(=O)N2CCN(C)CC2)cc1
  A = -6%[2.32 µM]; B = 2%; C = -9%; D = -22%; E = -13; F = u; G = 42%
CC1CCCN(CCCNC(=O)c2cc3c(s2)-c2ccccc2OC3)C1 (stereo not given)
  A = 6%; B = -1%; C = -2%; D = -13%; E = -67*; F = -8%; G = 39%

Other compounds:
Letter code – A = AMA1 RON2 block; B = LmPK inhibitor; C = TbPYK inhibitor; D = Sm TGR block; E = HCMV inh; F = AmpC inh detg; G = AmpC no deterg
O=S(=O)(Nc1ncnc2sc3c(c12)CCC3)c1cc(F)ccc1F
  A = -5%; B = 4%; C = 2%; D = -19%; E = 0; F = -7%; G = -24%
O=C(NCc1ccc(F)cc1)c1ccc(CS(=O)(=O)c2ccc(Br)cc2)o1
  A = -2%; B = 11%; C = 1%; D = -33%; E = -22; F = 0%; G = -20%
C=CCn1c(SCCOc2ccccc2)nnc1C(C)NC(=O)c1ccccc1 (stereo not given)
  A = 18%; B = 9%; C = x; D = 6%; E = 18; F = -6%; G = 57%
CCOc1ccc2nc(/N=C/c3nc(-c4ccccc4)oc3O)sc2c1
  A = -2%[2.32 µM]; B = -2%; C = -6%; D = 7%; E = 105; F = -7%; G = -17%
O=C(Nc1ccc(F)cc1)Nc1nnc(-c2ccccc2)o1
  A = 16%; B = -4%; C = -3%; D = 4%; E = -32; F = -3%; G = 3%
O=S(=O)(c1ccc2c(c1)C(=NO)c1cc(S(=O)(=O)N3CCCCC3)ccc1-2)N1CCCCC1
  A = 7%; B = 6%; C = -1%; D = 14%; E = -102*; F = 7%; G = -30%
CCOC(=O)C1=CNS(=O)(=O)NC1c1cccc(O)c1 (stereo not given)
  A = 15%; B = x; C = 0%; D = x; E = -9; F = x; G = -33%
CNC(=O)c1c(C)nc(SCC(=O)NCc2ccc(OC)cc2)c(C#N)c1-c1ccco1
  A = -9%; B = 0%; C = -1%; D = 3%; E = 10; F = 0%; G = -5%
COc1ccc(NC(=S)NCCCN2CCN(C3CCCCC3)CC2)cc1
  A = 0%; B = 1%; C = 3%; D = -15%; E = -36; F = -12%; G = 22%
CCN(CC)C(=O)c1ccccc1NC(=O)c1cccc(S(=O)(=O)N2CCC(C)CC2)c1
  A = x; B = x; C = 0%; D = -2%; E = -7; F = -1%; G = x
COc1cccc(NC(=O)c2cc(-c3ccco3)nc3ccccc23)c1
  A = 1%; B = x; C = 1%; D = x; E = 14; F = x; G = x
CCN(CC)c1ccc(C2C(C(C)=O)C(=O)CC(C)(O)C2C(C)=O)cc1 (stereo not given)
  A = 7%; B = x; C = -19%; D = x; E = -4; F = x; G = x
CC1CCCCC1NC(=O)COC(=O)c1ccc([N+](=O)[O-])o1 (stereo not given)
  A = -5%; B = x; C = 2%; D = u; E = 7; F = -15%; G = -8%
CCN(CC(=O)NC1CCCC1)S(=O)(=O)c1ccc(F)cc1
  A = 11%; B = -5%; C = -11%; D = -1%; E = 33; F = 4%; G = -5%
CCS(=O)(=O)N1Cc2ccccc2CC1C(=O)Nc1ccc(OC)cc1OC (stereo not given)
  A = 9%; B = 5%; C = -10%; D = -3%; E = -5; F = 0%; G = 0%
O=C(COc1ccc(F)cc1)c1ccc2c(c1)CCCC2
  A = 81%[activator]; B = x; C = 2%; D = x; E = -31; F = x; G = x
O=C(Nc1c2c(nn1-c1ccccc1)CS(=O)C2)c1ccco1 (stereo not given)
  A = 8%; B = -14%; C = -8%; D = -5%; E = -10; F = 8%; G = -20%
Cc1ccc(C(=O)O/N=C/c2ccc3c(c2)OCO3)cc1
  A = -7%; B = -9%; C = 2%; D = 0%; E = 53; F = -8%; G = -8%
Cc1cc(-c2n[nH]c(=S)n2-c2ccccc2C)cs1
  A = 22%[11.6 µM]; B = 10µM*; C = u; D = 0%; E = -26; F = 3%; G = -35%
Cc1cccc(N(C)S(=O)(=O)c2cc3c(cc2C)n(C)c(=O)c(=O)n3C)c1
  A = 0%; B = 1%; C = 0%; D = 1%; E = -14; F = -17%; G = 12%
COc1ccc([N+](=O)[O-])cc1/C=N/NC(=O)/C(=C\c1cccs1)NC(=O)c1ccccc1
  A = 14%; B = 6%; C = 6%; D = 8%; E = -13; F = 1%; G = -36%
Cc1ccc(C(O)c2ncc(-c3ccccc3C)[nH]2)cc1 (stereo not given)
  A = 14%; B = x; C = 4%; D = x; E = 44; F = x; G = x
O=C(O)C1=C[C@H](C2CC2)C[C@H](OCc2ccc(CO)cc2)O1
  A = 34%[activator]; B = x; C = 0%; D = x; E = -27; F = x; G = x
CCN1CCN(C(=O)CCN2C(=O)c3ccccc3S2(=O)=O)CC1
  A = 9%; B = x; C = -1%; D = -10%; E = -29; F = -14%; G = -26%
COc1cc(NC(=O)C2CCCN2S(=O)(=O)c2ccc3c(c2)CC(C)N3C(C)=O)cc(OC)c1 (stereo not given)
  A = 14%; B = 4%; C = 19%; D = -3%; E = 14; F = -3%; G = 98%[activator]
O=c1c2ccccc2ncn1C1CCCCC1
  A = 6%; B = -1%; C = -6%; D = 7%; E = 24; F = 1%; G = x
CC(C)(C)CC(C)(C)n1nnnc1N
  A = 3%; B = x; C = 39%[activator]; D = x; E = 22; F = x; G = x
COc1ccc(C)cc1N(C(=O)c1ccco1)C(C(=O)NC1CCCC1)c1cc(OC)c(OC)c(OC)c1 (stereo not given)
  A = 19%; B = -11%; C = -12%; D = -15%; E = -19; F = 3%; G = 89%[activator]
CC(C)N1C(=O)CN(C2CCCCCC2)C(=O)C1c1ccccc1F (stereo not given)
  A = -3%; B = 1%; C = -5%; D = 8%; E = 57; F = -6%; G = 22%
CN1C(=O)/C(=C/c2ccccc2OCc2ccccc2F)NC1=S
  A = 0%; B = 0%; C = -6%; D = -1%; E = 0; F = u; G = -23%
CON(C)c1nc(OCC#N)nc(N(C)C)n1
  A = 3%; B = -5%; C = 2%; D = -10%; E = u; F = -1%; G = -16%
Cc1cccc(Cn2c(C)c(C)c3cc(C(=O)NCc4ccco4)ccc32)c1
  A = x; B = x; C = -1%[15.4 µM]; D = 7%; E = 0; F = 6%; G = x

The order is random. Share with any hit: about 7.4%.
